# NPY Y2 blocker: NPY-Y2 (human) receptor antagonism | 0.99% of 140,000 active | AID 793 | P49146 | NPY-Y2 expressing cells, antagonist mode | inhibition, % at 2.7 µM; in the data active means inhibition above about 17%;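 further: 0% = vehicle with agonist challenge and 100% = reference antagonist with challenge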
# Target sequence (P49146 whole entry, looked up): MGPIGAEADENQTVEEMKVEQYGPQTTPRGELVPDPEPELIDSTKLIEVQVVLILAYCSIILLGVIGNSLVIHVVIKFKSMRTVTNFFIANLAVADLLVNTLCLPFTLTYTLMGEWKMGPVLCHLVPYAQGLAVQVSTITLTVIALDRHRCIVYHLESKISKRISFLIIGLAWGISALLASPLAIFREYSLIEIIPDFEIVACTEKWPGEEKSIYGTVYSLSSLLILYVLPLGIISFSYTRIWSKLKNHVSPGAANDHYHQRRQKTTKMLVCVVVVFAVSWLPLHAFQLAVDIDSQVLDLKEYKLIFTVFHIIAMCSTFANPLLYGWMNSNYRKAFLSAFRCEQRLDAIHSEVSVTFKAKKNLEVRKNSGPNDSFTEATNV
# bCat KO growth: beta-catenin-lacking colon tumor cell growth suppression; HCT116 beta-catenin knockout viability, CellTiter-Glo, 60 h; stronger effect = lower value; viability, % at 10 µM; 1.5% of 140,000 active;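 active means viability at or under a set limit, the compound median less 4 SD, cut at about 6% in these data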;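 further: 0% = Hyamine 1622 control at 20 µM and 100% = untreated cell control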
# MRP-1 activ: activates MRP-1; H69AR cells + doxorubicin, viability rescue, CellTiter-Glo; viability increase, % at 10 µM; 0.61% of 140,000 active; AID 799;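 active means viability gain under doxorubicin at or above a set limit, the compound median plus 3 SD, cut at about 4.7% in these data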;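 further: MRP-1 overexpressing cells given doxorubicin 25 µM after compound pretreatment; 18-22 h compound pretreatment then 72 h with doxorubicin before readout; 0% = doxorubicin-only wells and 100% = vehicle-treated cells without doxorubicin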
# GALR2 blocker: blocks the human galanin receptor 2. O43603. GALR2-expressing cells, antagonist mode. inhibition, % at 4 µM. 0.39% of 140,000 active; in the data active means inhibition above about 27%;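 further: cells stimulated with galanin 1-16 at roughly its EC80; 0% = agonist challenge control and 100% = basal control without agonist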
# Target sequence (O43603 whole entry, looked up): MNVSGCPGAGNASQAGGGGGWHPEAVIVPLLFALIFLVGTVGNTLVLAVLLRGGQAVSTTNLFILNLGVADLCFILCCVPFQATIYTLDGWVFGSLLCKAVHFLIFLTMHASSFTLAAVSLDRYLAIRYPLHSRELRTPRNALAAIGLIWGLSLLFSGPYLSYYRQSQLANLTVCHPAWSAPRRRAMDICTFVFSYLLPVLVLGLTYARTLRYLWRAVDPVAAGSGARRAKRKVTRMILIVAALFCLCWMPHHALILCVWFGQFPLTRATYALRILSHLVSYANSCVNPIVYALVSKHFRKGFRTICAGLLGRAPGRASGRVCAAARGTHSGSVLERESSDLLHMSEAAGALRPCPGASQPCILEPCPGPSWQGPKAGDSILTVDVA
# E-sel TNF inh: TNF alpha driven E-selectin expression inhibition | AID 1246 | 0.71% of 120,000 active | inhibition, % at 2 µM | HUVEC TNFa-induced E-selectin immunofluorescence, high content;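 active means inhibition above the batch mean plus 3 SD, and confirmed as a hit on visual image review, cut at about 43% in these data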;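 further: 0% = TNF-stimulated DMSO wells and 100% = unstimulated control wells; not every result past the cut was called active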
# Yeast growth inh: reduces growth of yeast BB579 in restrictive medium; S. cerevisiae BB579 growth, OD615, 48 h; inhibition, % at 10 µM; 0.51% of 140,000 active;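 active means inhibition above a set limit, 3 SD over the mean compound inhibition, cut at about 44% in these data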; further: inactives centre near -24
#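 Test system: S. cerevisiae DeaD strain BB579 yeast; Medium: restrictive CSMM-D medium; Compound: one dose, 10 µM compound with 0.25% DMSO; Incubation: 4 h cell preincubation, 48 h compound exposure, 30 °C humidified; Signal: OD at 615 nm; Benchmarks: amphotericin B at 10 µg/mL as positive control.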
# Yeast life ext: extends the lifespan of yeast; 0.68% of 130,000 active; S. cerevisiae growth with nicotinamide, OD615; deaD strain in restrictive glucose medium; inhibition of the nicotinamide effect, % at 10 µM;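 active means inhibition above a set limit, placed 3 SD over the median of all compounds, cut at about 26% in these data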;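 further: 0% = nicotinamide-treated wells and 100% = cells grown without nicotinamide; some compounds called inactive have numbers as strong as hits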
#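 Assay system: engineered S. cerevisiae DeaD replicative-lifespan strain, galactose-grown log-phase cells; medium: restrictive CSMM-D dextrose medium; also added: nicotinamide, 1.5 mM, co-present with compound; schedule: 48 h compound exposure at 30 °C, humidified; detection: absorbance at 615 nm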
# Measles CPE: protection of cells from measles virus; Measles virus-infected cells, CPE protection, absorbance; protection (pct of control), % at 4 µM; 1.5% of 140,000 active; AID 841; in the data active means protection mostly above about 24%, no sharp cut-off; inactive means mostly below about 26%; further: some compounds called inactive have numbers as strong as hits
# Phagocytosis inh: blocks phagocytosis by macrophages; inhibition, % at 5 µM; AID 1029; J774A.1 macrophage IgG-bead phagocytosis, imaging; 0.07% of 110,000 active;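 active means inhibition above the mean of the plate negative controls plus 5 SD, cut at about 13% in these data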;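 further: phagocytic index as fraction of beads internalized from green versus red external bead signal; plate controls were DMSO negative control for no effect and cytochalasin-D positive control for full effect; some results beyond the cut were filed as inactive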
# HCT116 PTEN-null: growth suppressors of cells with PTEN tumor suppressor deletion; HCT116 PTEN-null viability, CellTiter-Glo, 60 h; stronger effect = lower value; viability, % at 10 µM; 1.2% of 140,000 active; AID 827;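 active means viability at or below a set limit, 4 SD under the median of all tested compounds, cut at about 3.7% in these data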;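 further: PTEN knockout HCT116 line with beta catenin targeted HCT116 as companion control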
# * = called active by the depositor; · = no result given.
# Every second line gives: HCT116 PTEN-null	Phagocytosis inh	Measles CPE	bCat KO growth	Yeast growth inh	E-sel TNF inh	MRP-1 activ	NPY Y2 blocker	GALR2 blocker	Yeast life ext
CSc1nc(C)cc(OCC(=O)n2nc(C)cc2C)n1
  124.7	-0.3	18.9	111.6	-16.4	-44.1	1.6	-0.1	10.7	-5.3
O=C(N/C(=C/c1cccnc1)C(=O)N1CCOCC1)c1ccccc1
  96.7	-10.3	17.0	98.3	-6.4	3.8	-0.6	-2.0	2.1	2.6
Cc1sc2nc(C3CC3)nc(SCC(=O)N3CCCc4ccccc43)c2c1C
  51.3	-8.4	2.0	58.8	-6.4	-9.2	-2.4	6.8	-6.8	-6.9
C#CCOC(=O)/C(=C/C=C/c1ccccc1)NC(=O)c1ccccc1
  90.0	1.3	11.4	79.9	-2.9	·	-0.8	3.0	-0.5	-0.9
Cc1csc(NC(=S)Nc2cccc(Cl)c2)n1
  31.6	-8.4	3.1	26.5	4.1	·	-4.5	-1.9	4.6	-1.4
COC(=O)C1=C(C)NC2=C(C(=O)CCC2)C1c1cn(Cc2ccc(Br)cc2)nc1-c1ccccc1 (stereo unspecified)
  69.9	2.6	3.5	72.9	0.4	-35.9	4.5	4.8	8.0	-10.7
Cc1ccc(NC(=O)C(Cc2ccccc2)NC(=O)OCc2ccccc2)cc1C (stereo unspecified)
  70.9	-9.9	9.2	86.4	-51.5	·	-2.7	0.0	-9.7	6.4
O=C(c1cnccn1)N1CCN(c2ccccc2F)CC1
  98.9	-3.5	4.4	98.4	-29.9	·	1.2	-1.5	5.2	-6.0
Cc1ccc(-c2nc(CS(=O)CC(=O)NC3CCC(C)CC3)c(C)o2)cc1 (stereo unspecified)
  98.1	-0.9	5.5	88.2	-16.8	·	-1.2	5.7	-8.9	-6.5
O=C(Oc1oc(-c2ccco2)nc1C=Nc1ccccc1)c1ccoc1
  95.7	1.3	14.6	97.7	-37.4	20.0	-1.5	1.5	1.5	20.7
COc1ccccc1-c1cc(C(F)(F)F)nc(S(=O)(=O)CCCC(=O)O)n1
  80.3	0.9	8.3	72.7	-61.4	9.9	-1.7	-1.1	-8.7	29.2
CCOc1cc(C(=O)Nc2nnc(CC)s2)ccc1OCC(=O)N1CCOCC1
  101.2	-0.7	7.4	86.0	-2.5	-63.7	-2.8	-0.9	-5.4	-5.9
CCc1ccc(NC(=O)CSc2nnc(CNC(=O)c3c(F)cccc3Cl)o2)cc1
  93.6	·	6.0	89.6	-46.9	-6.6	-3.2	-1.5	-2.0	-15.4
Cc1ccc2nc(-c3ccc(NS(=O)(=O)c4ccc(F)cc4)cc3)sc2c1
  78.8	-3.0	10.0	78.5	90.7*	·	-1.4	0.9	7.3	-7.2
COc1ccc(Oc2nc(-c3ccccc3)ncc2S(=O)(=O)c2ccccc2)cc1
  85.8	-0.1	13.4	102.1	-50.6	17.9	-1.7	0.5	-3.6	-14.8
CCOC(=O)c1ccc(NC(=S)NC(=O)c2nn(CC)cc2Br)cc1
  66.4	-3.9	11.1	73.1	-37.7	·	-4.0	4.7	-10.2	1.7
Cc1ccc(C)c(NC(=O)CSc2nc3[nH]ncc3c(=O)[nH]2)c1
  104.0	1.7	8.9	86.3	-5.5	·	-4.0	0.0	-0.1	0.7
COc1ccc(OCC(=O)Nc2nc3ccccc3[nH]2)cc1
  101.1	-0.2	6.8	93.9	-26.1	10.7	0.3	3.8	2.8	-6.3
Cc1cc(NC(=O)CSc2nc3ccccc3n2CC(=O)N2CC(C)CC(C)C2)no1 (stereo unspecified)
  102.5	-1.0	27.7	101.5	-15.9	-25.0	-0.9	1.5	4.7	1.2
COc1ccccc1C(=O)NCC(=O)OCC(=O)c1ccc2c(c1)-c1ccccc1C2
  99.1	-0.4	18.0	93.4	-13.4	·	1.9	8.0	0.9	-5.0
Cc1ccc(C2Nc3ccc4ccccc4c3C3=C2C(=O)CC(C)(C)C3)o1 (stereo unspecified)
  61.3	·	9.5	63.8	-0.9	12.7	2.5	3.3	-4.4	·
Fc1cccc(Cl)c1Cn1nnc2c(-n3ccnc3)ncnc21
  101.0	0.8	3.8	102.5	-69.9	51.4	0.9	3.2	11.4	-7.2
Cc1cc(C)c(C)c(S(=O)(=O)Nc2ccc(OCC(=O)O)cc2)c1C
  94.8	-0.4	6.2	87.8	1.3	·	-0.8	-2.2	-6.2	-12.3
Cn1c(=O)cc(SCC(=O)N2CCN(c3ccccn3)CC2)c2ccccc21
  84.4	-2.3	7.1	91.3	-28.0	·	-2.1	6.8	6.0	-1.1
O=C1CN(C(=O)COC(=O)c2ccccc2NCc2ccco2)c2ccccc2N1
  76.5	·	9.1	76.8	-36.4	1.1	-0.9	2.3	6.8	-5.2
Cn1cc(S(=O)(=O)NCc2ccco2)c(=O)n(C)c1=O
  78.8	-0.9	9.2	82.8	-7.5	·	-2.3	0.8	-7.9	-7.5
CCOC(=O)C1(CC)NC(c2ccc(N(C)C)cc2)C2C(=O)N(C)C(=O)C21 (stereo unspecified)
  101.0	·	16.1	95.2	-35.7	-21.9	-0.4	1.2	-4.3	-1.7
O=S1(=O)N=C(N2CCCc3ccccc32)c2ccccc21
  87.2	·	4.4	101.3	14.8	·	-0.6	-0.1	5.0	-3.7
O=C(NC1CC1)c1sccc1-n1cccc1
  100.2	-0.2	8.3	103.3	-58.4	·	-0.6	-2.1	3.3	-9.2
Cc1ccccc1C(=O)NC(=S)Nc1ccc(S(=O)(=O)N2CCOCC2)cc1
  90.4	-7.9	8.6	93.1	-27.5	-46.6	0.6	0.2	-12.5	8.9
CCCC(=O)N1CC2(CCC)CN(C(=O)CCC)CC(CCC)(C1)C2=O
  86.5	-1.5	33.5	81.6	-19.3	·	-1.6	2.5	14.8	1.2
COCCn1c(SCC#N)nnc1-c1ccc(OC)cc1
  92.1	·	10.5	98.1	-41.7	12.8	-0.6	-0.3	-4.1	·
CC(=O)N1CCCc2cc(S(=O)(=O)NCCC3=CCCCC3)ccc21
  81.3	0.4	2.0	80.3	14.2	-100.0	-2.1	4.0	11.2	-22.2
O=C1C2C3C=CC(CNS(=O)(=O)c4ccccc4)(O3)C2C(=O)N1c1ccc(Cl)cc1 (stereo unspecified)
  92.5	-2.5	9.0	77.2	-32.4	·	-1.0	-0.3	-7.2	-1.7
CC1C(C#N)=C(N)OC2=C1C(=O)CCC2 (stereo unspecified)
  91.2	-0.6	12.1	100.8	3.4	2.2	-1.5	1.2	-1.4	-6.5
Cc1ccc(-n2[nH]c(C)c(/C=N/Nc3ccc([N+](=O)[O-])cc3[N+](=O)[O-])c2=O)cc1C
  72.8	1.2	8.1	65.0	-4.2	-4.9	1.0	-1.5	5.6	-3.8
O=C(O)c1cc2c(ccc3ccccc32)oc1=O
  110.0	-0.4	5.6	108.5	66.8*	21.4	0.9	6.8	2.4	-10.5
CCCCNC(=O)CC(=O)Nc1ccccc1C(=O)O
  90.2	-3.1	3.5	106.7	-31.6	-2.4	-0.6	0.7	7.2	-12.9
CCOC(=O)c1c(Cc2cccc(Cl)c2)c[nH]c1C
  103.9	-16.5	12.6	91.1	13.4	-28.8	-0.1	2.7	-3.9	-7.7
CCCCC(=O)Nc1ccc(C(=O)N2CCN(c3ccccc3OC)CC2)cc1
  91.5	0.6	13.4	85.8	-63.3	7.5	-1.2	2.4	-3.7	-9.8
CN(CC(=O)Nc1nc2ccccc2s1)S(=O)(=O)c1ccc(Br)cc1
  62.1	0.1	13.7	82.8	-50.1	·	-1.1	0.7	-11.9	-7.5
CCOC(=O)C1CCN(C(c2ccc(OC)c(OC)c2)c2sc3nc(C)nn3c2O)CC1 (stereo unspecified)
  99.2	-0.2	6.4	88.8	10.6	-36.0	-0.7	1.1	2.1	-8.8
CCCn1nnnc1NCc1ccc(N2CCCC2)cc1
  101.7	·	9.8	92.1	-21.6	-10.1	-0.8	1.7	-0.3	·
CCCCc1ccc(-c2c(C#N)c(N)nc3c2CCCC3)s1
  86.4	·	2.8	88.9	-30.6	-61.3	-1.3	5.4	-7.5	-6.0
Cc1onc(-c2ccccc2)c1C(=O)Nc1ccon1
  86.4	-1.8	7.2	82.4	-31.8	16.8	0.1	0.1	-9.5	-0.2
N#C/C(=C\Nc1ccc2c(c1)OCCO2)c1nc(-c2ccccc2)cs1
  57.8	-10.2	12.6	55.8	-30.6	·	-1.1	-1.9	-5.6	-2.0
CCOC(=O)c1ccc(NC(=O)C2=C(C)Nc3nc(CCCO)nn3C2c2cccc(C)c2)cc1 (stereo unspecified)
  95.0	-0.7	1.6	98.5	-18.2	·	-1.8	1.0	8.8	3.9
Cc1cc2cc3c(cc2nc1SCC(=O)OC(C)C)OCCO3
  76.4	-0.3	17.4	73.6	5.2	39.9	-3.8	8.5	-5.1	-22.8
CCCc1nn2c(N)c(/C=C3\C=Nc4ccccc43)c(=O)nc2s1
  94.8	-6.9	6.2	89.2	-43.2	18.9	-0.6	4.6	3.6	-1.2
O=C(Nc1ccccc1C(=O)Nc1ccc2c(c1)OCO2)c1cccs1
  93.8	-0.1	17.6	91.2	-16.8	-16.3	-1.8	-2.1	-1.6	-19.1
Nc1cccc(Nc2nc(OC(C(F)(F)F)C(F)(F)F)nc(OC(C(F)(F)F)C(F)(F)F)n2)c1
  2.4*	·	41.9*	6.3	-7.3	6.4	-3.7	-3.5	22.9	-5.2
Cc1cc(C)cc(NC(=O)OCCN2CCN(Cc3ccccc3)CCC2=O)c1
  97.3	·	8.8	89.7	6.4	·	-2.9	0.7	1.1	-0.9
CCCCOC(=O)c1cc(C)nc2ccc(Br)cc12
  85.8	0.3	5.6	98.8	13.7	-22.2	-2.1	4.2	-11.8	-15.0
O=C(C1CCN(S(=O)(=O)N2CCC3(CC2)OCCO3)CC1)N1CCN(Cc2ccccc2)CC1
  105.0	·	1.4	95.9	-39.0	0.9	-2.6	-0.7	0.3	-16.7
CC1=C(C(=O)N2CCCCC2)C(c2cccs2)C2=C(CCCC2=O)N1 (stereo unspecified)
  82.9	-1.4	3.7	70.8	15.0	-0.5	-2.2	22.0*	14.3	-25.3
CC12CCC(C(=O)NCc3ccccc3)(OC1=O)C2(C)C (stereo unspecified)
  98.2	1.6	4.2	100.6	20.1	-9.2	-1.3	0.3	-4.2	-5.6
O=C(O)CCN=C1CCCc2ccccc2N1
  99.6	·	4.9	96.2	12.6	·	-3.6	5.0	0.6	-17.3
COc1ccc(C(=O)COC(=O)c2ccc(OC)c(OC)c2)cc1OC
  102.1	-2.3	3.2	91.1	-51.5	-27.2	-0.4	1.6	-1.0	-0.5

# From PubChem BioAssay
